E coli growth: reduces bacterial viability in AddAB counter-screen; AID 449728; actives 0.27% (n = 330,000); inhibition, % at 11.9 µM; E. coli V3065 growth, OD600 absorbance, 18 h;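 active = inhibition above the campaign's mean inhibition across all tested compounds plus 3 SD, cut at about 9.9% in these data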;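 also: uninfected addAB+ strain grown without phage in ampicillin broth; 0% = DMSO wells and 100% = ciprofloxacin 0.95 µg/ml wells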
Wnt bcat act: activates Wnt/beta-catenin signaling in a reporter cell assay; activator, plate reader; activation, % at 9.35 µM; actives 1.2% (n = 300,000); AID 743398; in the data active = activation above about 30%, passing the limit was not always enough;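 also: 0% = neutral control wells and 100% = positive control wells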
AddAB inh: less growth of phage-infected E. coli with AddAB; E. coli expressing H. pylori AddAB, absorbance growth; inhibition, % at 11.9 µM; actives 0.29% (n = 330,000); AID 435030; in the data active = inhibition above about 12%;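 also: 0% = vehicle wells of infected cells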
PfHsp90 yeast 2: reduces growth (ATP signal) of yeast expressing P. falciparum Hsp90. S. cerevisiae expressing PfHsp90, BacTiter-Glo ATP, 48 h; yeast lacking PDR1 and PDR3 efflux regulators. inhibition, % at 9.4 µM. actives 0.32% (n = 310,000);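 active = every replicate shows inhibition above about 80%, whatever the replicate mean, limit read from the data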;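 also: 0% = DMSO neutral controls and 100% = 20 µM radicicol positive controls; yeast relying on Plasmodium falciparum Hsp90 in place of its own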
DAGLB inh: diacylglycerol lipase beta (human) inhibition; Q8NCG7; HEK293T DAGLB membrane lysate, EnzChek fluorogenic substrate; inhibition, % at 5.17 µM; actives 0.059% (n = 340,000); AID 504411; in the data active = inhibition above about 34%;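 also: 0% = enzyme with vehicle and 100% = wells lacking enzyme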
Target sequence (Q8NCG7 whole entry, looked up): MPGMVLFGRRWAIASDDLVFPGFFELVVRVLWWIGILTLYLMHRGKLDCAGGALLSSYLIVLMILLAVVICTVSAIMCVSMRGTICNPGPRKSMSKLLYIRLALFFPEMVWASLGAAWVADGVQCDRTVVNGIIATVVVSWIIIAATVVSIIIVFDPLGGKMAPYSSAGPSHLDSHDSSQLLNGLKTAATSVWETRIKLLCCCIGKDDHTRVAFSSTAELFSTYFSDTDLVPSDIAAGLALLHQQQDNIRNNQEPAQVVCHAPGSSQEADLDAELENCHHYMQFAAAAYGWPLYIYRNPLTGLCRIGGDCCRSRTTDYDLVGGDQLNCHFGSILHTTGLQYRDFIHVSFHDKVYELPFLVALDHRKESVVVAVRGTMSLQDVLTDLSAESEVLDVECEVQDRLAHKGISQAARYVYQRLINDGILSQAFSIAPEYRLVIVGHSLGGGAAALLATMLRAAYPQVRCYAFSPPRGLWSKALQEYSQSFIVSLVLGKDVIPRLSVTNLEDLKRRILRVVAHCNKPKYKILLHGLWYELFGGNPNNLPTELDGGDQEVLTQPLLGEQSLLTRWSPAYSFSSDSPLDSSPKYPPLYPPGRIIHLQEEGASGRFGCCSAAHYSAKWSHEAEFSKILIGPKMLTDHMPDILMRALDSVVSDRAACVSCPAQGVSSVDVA
PvdQ acylase: P. aeruginosa PvdQ acylase inhibition. purified PvdQ acylase, fluorescence plate reader. inhibition, % at 10 µM. actives 0.063% (n = 340,000); in the data active = inhibition above about 30%, passing the limit was not always enough;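 also: 0% = vehicle neutral wells and 100% = reference inhibitor wells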
Rtt109 Vps75: C. albicans Rtt109 histone acetyltransferase inhibition | purified Rtt109/Vps75, ThioGlo CoA-SH fluorescence, 4 h | inhibition, % at 34.9 µM | actives 0.16% (n = 330,000);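 active = inhibition of at least 50% in every replicate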
Target sequence (Q5AAJ8 whole entry, looked up): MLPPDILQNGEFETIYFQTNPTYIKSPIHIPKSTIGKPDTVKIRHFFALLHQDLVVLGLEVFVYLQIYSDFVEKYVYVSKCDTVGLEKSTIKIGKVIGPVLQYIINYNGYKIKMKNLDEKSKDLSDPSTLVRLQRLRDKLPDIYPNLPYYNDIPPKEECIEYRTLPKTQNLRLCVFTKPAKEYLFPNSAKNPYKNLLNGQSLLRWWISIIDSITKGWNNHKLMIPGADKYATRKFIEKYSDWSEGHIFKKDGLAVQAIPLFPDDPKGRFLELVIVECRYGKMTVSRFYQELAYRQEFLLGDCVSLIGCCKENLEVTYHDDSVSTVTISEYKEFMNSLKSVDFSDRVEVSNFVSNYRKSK
CAL PDZ FP: blocks peptide binding to human CAL PDZ domain. purified CAL PDZ, TMR-peptide fluorescence polarization, 1 h. inhibition, % at 20 µM. actives 0.02% (n = 330,000);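 active = highest replicate inhibition of at least 40%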;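 also: plate controls were DMSO neutral control wells for no effect and unlabeled competitor peptide control wells for full effect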
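System: tagged CAL PDZ domain. Schedule: 1 h room-temperature incubation prior to read. Signal: fluorescence polarization (mP). Measure: percent inhibition from loss of millipolarization.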
phage Ecoli inh: E. coli growth loss with phage present; growth absorbance; inhibition, % at 11.9 µM; actives 0.26% (n = 360,000); AID 651602; in the data active = inhibition above about 11%
Tat export inh: blocks Tat-dependent protein export in E. coli; E. coli MC4100 TorA-mCherry Tat export, fluorescence; inhibition, % at 10 µM; actives 0.036% (n = 340,000); AID 488895;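 active = mean replicate inhibition at least 50% and at least half of replicates individually reaching 50%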;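 also: exported cargo escapes ClpAP degradation while cytoplasmic cargo is degraded and loses fluorescence; 0% = median of neutral control wells and 100% = median of NaSCN control wells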
* marks the source's active call; other numbers are inactive results; nt = no result given; & = joins results of further samples. The order is random. About 1.9% of those tested had a hit in this group.

Screens in order – PvdQ acylase	Rtt109 Vps75	Wnt bcat act	PfHsp90 yeast 2	AddAB inh	Tat export inh	E coli growth	CAL PDZ FP	DAGLB inh	phage Ecoli inh
1. Cn1ncc2cc(NC(N)=S)ccc21
    -19	-1	3	14	1.3	0	-1.0	-0.5	-2	-1.1
2. NC(=O)N=Nc1c(O)[nH]c2ccc([N+](=O)[O-])cc12
    -7	-1	-2	-32	1.5	2	0.7	-1.5	3	3.1
3. COc1ccc(CCc2nc(-c3ccc(-n4cccc4)cc3)no2)cc1
    -13	13	2	15	2.5	-7	0.0	-0.6	-7	1.8
4. COc1ccccc1N1CCN(S(=O)(=O)c2ccc(NC(C)=O)cc2)CC1
    5	-6	-2	18	-0.5	-9	-1.2	nt	1	-0.9
5. CCOC(=O)c1ccc(NC(=S)N2CCN(S(C)(=O)=O)CC2)cc1
    15	6	-6	9	2.1	-7	-1.6	-1.6	-1	0.4
6. O=C(COc1ccc(Cl)cc1)NC1=NN(c2ccccc2)C(=O)C1
    -1	9	nt	125*	-1.4	-8	-0.9	0.0	18	0.9
7. CCOC(=O)c1c(C)nsc1NC(=O)C1CCCCC1
    -13	-7	-1	8	0.2	1	-4.8	-1.8	-12	1.6
8. CC1CCCN(C(=O)CSc2nnc3n(C4CCCC4)c(=O)c4ccccc4n23)C1 (stereo not given)
    -15	-9	nt	nt	-1.3	-2	-2.4	nt	-6	1.2
9. CCc1cccc(C)c1NC(=S)NCc1ccc2[nH]c(C)cc2c1
    -21	-6	-8	-30	0.0	-7	-0.1	-3.2	12	3.1
10. O=C(NNc1ccc(Cl)cc1)c1sccc1Cl
    2	-2	8	50	-0.2	4	1.9	-1.0	-4	1.2
11. O=C(NC(C(=O)c1ccccc1)n1c(=O)cc[nH]c1=S)c1ccccc1 (stereo not given)
    -8	-2	nt	4	0.8	-10	1.6	-0.8	1	2.9
12. CCc1cccc2c(=O)c(C(=O)NCCCOC)c[nH]c12
    -5	-7	1	36	-0.3	-5	-0.6	-0.5	2	0.2
13. COc1ccc(S(=O)(=O)N2CCC(NC(=O)c3ccccc3)CC2)cc1
    11	-8	0	5	2.0	-4	0.0	-0.8	-1	0.6
14. COC(=O)Cc1cnc(NC(=O)CSc2nc(C(C)C)cc(=O)[nH]2)s1
    -6	-18	-3	17	2.5	9	1.9	-1.2	2	3.0
15. O=C(OCc1ccccc1F)c1ccc2c(c1)-c1ccccc1C2=O
    11	-7	-1	-1	0.9	-3	2.7	-1.7	-7	nt
16. COc1ccc(NC(=O)/C=C/c2ccc(Br)o2)cn1
    2	0	3	-10	2.9	0	-0.8	-1.5	0	3.0
17. Cc1cc(NC(=O)COC(=O)C2CC(=O)N(c3cccc(C)c3C)C2)no1 (stereo not given)
    -5	2	0	14	3.1	-2	-2.3	-2.4	-1	0.1
18. CN(CC(=O)NCC1CCCCC1)CC(=O)Nc1ccccc1Br
    11	1	-1	-15	2.9	-3	0.5	-1.6	-2	-0.9
19. COc1cc2c(-c3ccc4c(c3)OCO4)c(-c3ccsc3)oc(=O)c2cc1OC
    1	3	3	4	1.1	2	-0.3	-1.1	-9	1.7
20. COc1ccc(S(=O)(=O)N2CCN(C(=O)c3cnc(C)cn3)CC2)cc1
    -10	1	nt	14	-1.0	-1	0.9	-0.5	-1	0.6
21. COc1ccccc1CNC(=O)N1CCN(c2ccccc2)CC1
    -12	-2	-3	20	4.4	1	0.8	-2.4	0	4.2
22. COc1cccc2cc(C(=O)c3ccc([N+](=O)[O-])cc3)oc12
    -25	4	14	-24	0.2	3	1.0	0.6	-2	4.1
23. Cc1cc(S(=O)(=O)NCCCN2CCOCC2)ccc1Br
    -14	-3	-4	4	3.6	-4	1.4	0.1	1	2.3
24. CCOC(=O)C1CCN(C(=O)CN2C(=O)C(C(C)C)Oc3ccccc32)CC1 (stereo not given)
    10	12	-1	24	6.0	-9	0.6	-2.7	-4	0.5
25. COc1ccc(C(=O)CSc2nnc3ccc(-c4ccccn4)nn23)cc1
    4	-3	9	-37	1.0	-12	1.0	-3.5	-1	25*
26. C=CCOC(=O)C1=C[C@@H](c2coc3ccccc3c2=O)C[C@@H](OCc2ccc(CO)cc2)O1
    -2	-2	1	11	0.9	3	-1.4	-1.4	-1	0.6
27. Cc1ccc(C(=O)OCC(=O)Nc2ccccc2C(F)(F)F)cc1S(=O)(=O)N1CCOCC1
    -4	-4	nt	-30	1.2	0	0.2	-0.8	0	3.3
28. c1ccc(-c2ccc3c(c2)NCCN3)cc1
    -12	11	1	0	0.7	-12	-0.7	-0.6	0	-0.1
29. COc1ccccc1N(CC(=O)NCCSc1ccccc1)S(C)(=O)=O
    1	16	-7	15	1.1	1	0.1	-2.2	1	-1.6
30. Cc1ccc(N=Nc2[nH]c3ccccc3c2O)cc1
    -10	0	nt	-16	0.6	-3	-0.2	0.7	0	2.1
31. O=C(Cn1cnnn1)NCCc1ccc(Cl)cc1Cl
    -4	-4	0	1	0.5	-5	1.3	-1.4	-2	1.5
32. COCC(=O)Nc1nc2n(n1)C(c1ccccc1)CC(c1ccc(OC)cc1)N2 (stereo not given)
    -2	-1	-2	7	0.7	4	-0.9	nt	4	1.9
33. Cc1cc(C)n2nc(SCC(=O)N3CCCC3)nc2n1
    -11	-14	-1	nt	-0.9	7	1.2	-0.3	1	1.6
34. O=C(CCn1ccc2ccccc21)NC1CCCc2ccccc21 (stereo not given)
    -13	-4	nt	-18	4.4	0	0.4	-0.8	-2	1.2
35. COC(=O)NCC(c1cccnc1)N1CCOCC1 (stereo not given)
    -13	-2	3	-31	-2.0	-8	0.6	0.5	0	-0.8
36. S=C(NCC1CCCO1)NC1CCCC1 (stereo not given)
    7	nt	0	-8	1.6	0	1.5	-1.5	-4	1.4
37. COC(=O)CC(C(=O)Nc1cc(C(=O)OC)cc(C(=O)OC)c1)N1CCN(C)CC1 (stereo not given)
    7	-20	nt	4	1.9	12	-3.5	-1.2	-3	1.2
38. c1nc(N2CCN(Cc3ccc4c(c3)OCO4)CC2)c2[nH]cnc2n1
    -14	-4	0	-14	-0.2	1	0.1	-0.4	-1	0.0
39. Cc1nc2sc3c(c2c2nnc(SCC(=O)NCc4ccco4)n12)CCCC3
    -12	0	nt	1	-0.4	-6	-1.4	-2.2	-3	3.4
40. Cc1snc(S(=O)(=O)/C(C#N)=N/Nc2ccc(C(F)(F)F)cc2)c1C#N
    13	19	nt	6	2.4	0	0.7	-0.8	4	3.2
41. CN(CCOc1ccc(F)cc1)Cc1ccccc1
    0	-7	-3	27	-0.4	6	-0.6	0.1	-9	2.4
42. CC(=O)Nc1sc(C)c(C)c1C(=O)OC1CCOC1=O (stereo not given)
    3	1	-2	6	3.7	-3	-0.2	0.0	-1	1.3
43. CN1C(=O)CC(C(=O)Nc2ccccc2F)SC1=Nc1ccc2c(c1)OCO2 (stereo not given)
    -12	-7	2	-19	0.4	-5	-0.4	0.0	-2	1.5
44. Cn1c(N)c(C(=O)COC(=O)C2=COCCO2)c(=O)n(C)c1=O
    -15	-5	nt	-12	-2.9	-3	2.9	-0.3	0	4.1
45. Cc1nn(CC(=O)NCCc2ccccc2)c(=O)c2ccccc12
    -15	1	nt	10	0.3	8	-2.3	-0.6	-2	2.5
46. Cc1ccc(O)c(CNc2cccc3cccnc23)c1
    -11	-12	12	-8	-1.7	-12	1.2	-0.4	2	-1.5
47. C[N+]12CCCCC1C(COC(=O)c1ccc3c(c1)OCO3)CCC2 (stereo not given)
    -6&3	3&1	-4	5	0.7	-5&2	1.5	-2.2	1	0.5
48. CN(C)CCNC(=O)c1csc(Nc2cccc3ccccc23)n1
    -11	4	0	4	3.8	2	-0.7	0.0	1	-1.3
49. CC(=O)c1ccc(S(=O)(=O)N2CCN(CC#N)CC2)cc1
    4	-4	0	-1	0.6	-2	0.1	-1.8	-2	1.8
50. O=C(COC(=O)c1ccncc1)Nc1cc(Cl)ccc1Cl
    9	10	-2	1	2.6	-4	1.4	nt	0	1.6

Part of the list above, screen by screen:
[46] Cc1ccc(O)c(CNc2cccc3cccnc23)c1
[44] Cn1c(N)c(C(=O)COC(=O)C2=COCCO2)c(=O)n(C)c1=O
[41] CN(CCOc1ccc(F)cc1)Cc1ccccc1

Compound | 46 | 44 | 41
PvdQ acylase | -11 | -15 | 0
Rtt109 Vps75 | -12 | -5 | -7
Wnt bcat act | 12 | nt | -3
PfHsp90 yeast 2 | -8 | -12 | 27
AddAB inh | -1.7 | -2.9 | -0.4
Tat export inh | -12 | -3 | 6
E coli growth | 1.2 | 2.9 | -0.6
CAL PDZ FP | -0.4 | -0.3 | 0.1
DAGLB inh | 2 | 0 | -9
phage Ecoli inh | -1.5 | 4.1 | 2.4

Further compounds follow:
Screens in order – PvdQ acylase	Rtt109 Vps75	Wnt bcat act	PfHsp90 yeast 2	AddAB inh	Tat export inh	E coli growth	CAL PDZ FP	DAGLB inh	phage Ecoli inh
51. CCOC(=O)c1c(NCC(C)C)c2ccccc2[nH]c1=O
    -8	11	nt	-14	-0.2	7	0.7	-0.7	0	3.5
52. CCC(C)c1ccc(NC(=S)NCc2ccccc2OC)cc1 (stereo not given)
    -8	0	0	-73	nt	1	nt	-7.5	-6	1.4
53. Cc1sc2ncnc(N3CCC(C(=O)NNC(=O)COc4ccc(Cl)cc4)CC3)c2c1C
    -10	10	0	-11	nt	6	nt	-2.3	1	-0.5
54. COc1cccc(/C=C2/Sc3ccc(C(=O)NCCN4CCCC4)cc3NC2=O)c1
    5	55*	-1	7	1.2	16	-3.4	-9.9	3	0.2
55. CCCC(O)(c1ccc(OC)cc1)C(CN(C)C)c1ccccc1 (stereo not given)
    -6	-8	nt	-4	2.2	-2	-0.9	-0.5	0	2.4
56. Cn1ncn2c(=O)c3c(nc12)-c1ccccc1CC31CCCC1
    -16	-2	0	-30	0.8	-1	-0.8	-2.9	-6	1.7
57. O=C(O)CCN1C(=O)/C(=C\c2cccc(OCc3ccccc3)c2)SC1=S
    10	9	0	-15	1.6	-6	-0.1	0.1	-2	0.0
58. COc1nc(C)ccc1-c1noc(-c2ccccn2)n1
    2	36	17	-8	3.0	12	-1.2	-2.5	-1	nt
59. S=C(NCc1ccco1)Nc1ccc(N2CCOCC2)cc1
    -2	2	nt	-16	2.7	-6	1.0	-0.8	2	2.2
60. Cc1ccc(C(=O)NC2CCC(C)CC2)o1 (stereo not given)
    16	2	21	nt	0.3	-7	2.9	1.0	1	4.1
61. Cc1ccc2nc(N3C(=O)C(O)=C(C(=O)c4ccco4)C3c3ccc(O)cc3)sc2c1 (stereo not given)
    2	21	3	-14	2.9	-8	-0.8	-6.0	7	-2.9
62. CCN(CC(=O)Nc1ccc(NC(C)=O)cc1)C(=O)COc1ccc(C(=O)c2ccccc2)cc1
    -2	3	-8	10	3.3	0	-1.7	-3.7	1	3.0
63. COc1cc2c(cc1OC)C(c1cccc([N+](=O)[O-])c1)N(C(=O)c1ccccc1C(=O)O)CC2 (stereo not given)
    12	-15	1	-3	3.6	9	-0.3	0.0	0	5.3
64. O=C(c1ccccc1)C(O)c1ccccc1 (stereo not given)
    -7	-11	-1	5	0.3	-4	-2.3	-0.7	-1	3.7
65. CCOC(=O)N1CCC(NC(=O)CCS(=O)(=O)c2ccc3c(c2)CCN3C(=O)CC)CC1
    -3	-5	-6	-12	0.1	-2	0.6	-0.9	0	0.9
66. COc1ccccc1/C=C/C=N/NC(=O)Cc1cccs1
    14	7	17	-20	2.9	-6	1.0	-1.7	-5	2.8
67. Cc1cc(=O)[nH]c2nnc(-c3ccc(Br)cc3)n12
    -3	-14	13	8	nt	-7	nt	-1.3	1	2.6
68. CCN(CC)C(=O)C(Sc1nnnn1-c1ccc(O)cc1)c1ccccc1 (stereo not given)
    -12	5	-6	-17	1.3	7	-1.6	-0.6	-1	1.0
